Source: PubChem BioAssay
ALDH1A1 block: qHTS Assay for Inhibitors of Aldehyde Dehydrogenase 1 (ALDH1A1) | Aldehyde dehydrogenase 1A1 (Homo sapiens), P00352 | Purified ALDH1A1, NADH fluorescence, propionaldehyde substrate | Potency, µM (highest dose often 75.3 µM), inactives show at the top dose activity, negative = inhibition, actives largely listed as inhibitors | 220,000 tested, 7.3% active | AID 1030, 2008; active means well fitted inhibition curve with a large enough effect, not every such curve was filed as active; inconclusive means small, poorly fitted or top-dose-only effect, or another doubt; inactive means no such curve, though single readings can be large or run the other way;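 further: plate controls were no enzyme wells and a reference inhibitor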
Target sequence (P00352 whole entry, looked up): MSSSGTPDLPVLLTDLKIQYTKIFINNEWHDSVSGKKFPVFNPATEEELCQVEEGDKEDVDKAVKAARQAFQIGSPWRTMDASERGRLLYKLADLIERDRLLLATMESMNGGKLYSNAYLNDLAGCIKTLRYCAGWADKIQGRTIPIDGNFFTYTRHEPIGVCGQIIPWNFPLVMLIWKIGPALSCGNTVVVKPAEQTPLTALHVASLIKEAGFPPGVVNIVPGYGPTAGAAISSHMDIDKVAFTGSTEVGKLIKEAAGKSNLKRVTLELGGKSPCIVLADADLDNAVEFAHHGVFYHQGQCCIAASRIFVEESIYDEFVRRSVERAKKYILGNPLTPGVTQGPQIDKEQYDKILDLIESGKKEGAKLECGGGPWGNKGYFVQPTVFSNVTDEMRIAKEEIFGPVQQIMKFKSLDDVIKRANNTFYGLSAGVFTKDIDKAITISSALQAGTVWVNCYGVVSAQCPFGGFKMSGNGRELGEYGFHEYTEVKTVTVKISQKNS
Tau fibril ThT: qHTS for Inhibitors of Tau Fibril Formation, Thioflavin T Binding; recombinant tau K18 P301L, heparin-induced fibrillization, ThT fluorescence; 270,000 tested, 2.1% active; Microtubule-associated protein tau (Homo sapiens), P10636; Potency, µM (doses to about 57.4 µM), inactives show at the highest dose activity, negative = inhibition, most hits filed as inhibitors; AID 1460, 2008; further: on the % scale 0 is the no-effect control and ±100 the full control effect; nearly all actives have a fitted effect of over 55% in size
Target sequence (P10636 561-689 P618L limits assumed): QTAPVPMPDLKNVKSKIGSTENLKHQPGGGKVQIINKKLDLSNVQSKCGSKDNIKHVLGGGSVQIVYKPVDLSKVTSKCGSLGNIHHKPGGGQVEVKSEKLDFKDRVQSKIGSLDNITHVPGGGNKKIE
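ThT emission at 510 nm, taken 1 hr after adding 30 uM dye, quantifies aggregates formed when 20 uM heparin acts on human tau K18 P301L for 6 hr at 37 C.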
Tau fluor cs: Counterscreen qHTS for Inhibitors of Tau Fibril Formation, Fluorescence Polarization; 280,000 tested, 0.93% active; Potency, µM (top dose mostly 57.7 µM), inactives show at the highest dose activity change, negative = decrease; AID 1463, 2008; tau K18 P301L Alexa594 fluorescence, heparin fibrillization; further: on the % scale 0 is the no-effect control and ±100 the full control effect; nearly all actives have a fitted effect of over 55% in size
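Human tau K18 P301L (15 uM unlabeled, 0.24 uM Alexa 594-labeled) in 100 mM sodium acetate pH 7 with 20 uM heparin, 6 hr at 37 C. ThT 30 uM added, 1 hr ambient; Alexa 594 FP and total fluorescence read at 555/632 nm.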
KDM4E inh: qHTS Assay for Inhibitors of Human Jumonji Domain Containing 2E (JMJD2E); Lysine-specific demethylase 4E (Homo sapiens), B2RXH2; JMJD2E catalytic domain, FDH-coupled NADH fluorescence (FDH is formaldehyde dehydrogenase); Potency, µM (titrated, usually from 57.1 µM), without a hit: top-dose activity change, negative = inhibition, hits mostly inhibitors; 230,000 tested, 1.6% active; active means well fitted inhibition curve with a large enough effect, not every such curve was filed as active; inconclusive means small, poorly fitted or top-dose-only effect, or another doubt; inactive means no such curve, though single readings can be large or run the other way;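 further: 0% = wells with enzyme and -100% = buffer wells without enzyme; nearly all actives have a fitted effect of over 50% in size; many of its hits are not listed in these tables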
Target sequence (B2RXH2 1-337 limits assumed): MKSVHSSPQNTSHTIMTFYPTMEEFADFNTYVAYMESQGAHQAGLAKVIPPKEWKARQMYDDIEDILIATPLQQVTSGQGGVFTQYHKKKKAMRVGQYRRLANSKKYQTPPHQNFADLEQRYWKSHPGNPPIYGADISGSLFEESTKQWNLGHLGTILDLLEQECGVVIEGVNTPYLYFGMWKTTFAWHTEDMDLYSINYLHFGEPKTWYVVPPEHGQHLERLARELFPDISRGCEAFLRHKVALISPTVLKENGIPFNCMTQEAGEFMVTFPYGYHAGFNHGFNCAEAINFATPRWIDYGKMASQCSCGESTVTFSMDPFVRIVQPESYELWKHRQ
Tau FP inhib: qHTS for Inhibitors of Tau Fibril Formation, Fluorescence Polarization | AID 1468, 2008 | 280,000 tested, 0.39% active | K18 P301L tau heparin fibrillization, Alexa594 FP, 6 h | Potency, µM (doses to about 57.7 µM), without a hit: at the top dose activity, negative = inhibition, usual class: inhibitors; further: on the % scale 0 is the no-effect control and ±100 the full control effect; nearly all actives have a fitted effect of over 55% in size
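Steps: dispense K18 P301L tau (15 uM plus 0.24 uM Alexa 594 tracer, final) in pH 7 sodium acetate; add compound; add heparin (20 uM final); incubate 6 hr, 37 C; add ThT (30 uM final); after 1 hr ambient, read FP.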
HTT aggregate: qHTS Multiplex Assay to Identify Dual Action Probes in a Cell Model of Huntington: Aggregate Formation (GFP); PC12 HttQ103-GFP aggregates, Acumen cytometry, 40 h; Potency, µM (doses to about 46.1 µM), for inactives: at the top dose activity change, negative = inhibition, usual class: inhibitors; 220,000 tested, 1.1% active; further: on the % scale 0 is the no-effect control and ±100 the full control effect; nearly all actives have a fitted effect of over 60% in size
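PC12/HTTQ103-GFP, ecdysone-inducible; teb 100 nM; cpd qHTS titration; GFP aggregates read on laser cytometer, Ex 488/Em 500-530 nm.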
SMN2 splice up: qHTS Assay for Enhancers of SMN2 Splice Variant Expression; 210,000 tested, 2.8% active; Potency, µM (titrated, usually from 46.1 µM), inactives show top-dose activity change, positive = activation, actives largely listed as activators; AID 1458, 2008; HEK293 SMN2-luciferase splicing reporter, luminescence, 30-36 h; further: % of control where 0% means no effect; nearly all actives have a fitted effect of over 55% in size
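HEK293 cells carry an SMN2 minigene-luciferase reporter in which exon 7 inclusion puts luciferase in frame. Cells were seeded at 2000 cells/well, attached for 10-12 hours, then exposed to compounds for 30-36 hours at 37C before ONE-Glo luminescence.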
HTT ATP protect: qHTS Multiplex Assay to Identify Dual Action Probes in a Cell Model of Huntington: Cytoprotection (ATP). Potency, µM (doses to about 56.4 µM), for inactives: cytoprotection (ATP increase), hits mostly activators. AID 1471, 2008. PC12 HTT-Q103 induced, cytoprotection, ATP luminescence, 40 h. 230,000 tested, 0.14% active;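 further: % of control where 0% means no effect; nearly all actives have a fitted effect of over 45% in size; toxic huntingtin expression switched on by the ecdysone agonist tebufenozide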
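Readout: ATPlite luminescence (ATP level). Model: stable PC12, inducible Htt exon1 Q103-GFP. Inducer: tebufenozide, 100 nM final. Compounds: dose series. No G418 in medium.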
Numbers without * were called inactive; u = inconclusive; x = not tested or not shown; [ ] = remark or other dose. Unless noted, the call rests on the fitted dose curve; in most records, active means well fitted curve in the direction sought with a large enough effect; inconclusive means small, poorly fitted or top-dose-only effect, or another doubt; inactive means no such curve, though single readings can be large; an effect the other way counts as inactive or inconclusive. Potency means the concentration at half of the fitted maximal effect.

Sample of the layout, 3 compounds:
Key to letters: A = ALDH1A1 block; B = Tau fibril ThT; C = Tau fluor cs; D = KDM4E inh; E = Tau FP inhib; F = HTT aggregate; G = SMN2 splice up; H = HTT ATP protect
> CCOC(=O)C1(c2csc(N)n2)COC(=O)C1 (stereo not given)
  A = -23%; B = 7%; C = 9%; D = 2%; E = 5%; F = 6%; G = -9%; H = 5%

> CNC(=O)CSc1nnc(-c2cccnc2)n1CCc1ccccc1
  A = 9%; B = 0%; C = -4%; D = 5%; E = -1%; F = 10%; G = 21%; H = -5%

> CCc1cc2c(=O)c(-c3ccc4c(c3)OCCO4)c(C)oc2cc1OS(C)(=O)=O
  A = 4.5µM*; B = -16%; C = -19%; D = 5%; E = 2%; F = u; G = -24%; H = -7%[10 µM]

This part in full, previewed entries included:
Key to letters: A = ALDH1A1 block; B = Tau fibril ThT; C = Tau fluor cs; D = KDM4E inh; E = Tau FP inhib; F = HTT aggregate; G = SMN2 splice up; H = HTT ATP protect
> CCOC(=O)C1(c2csc(N)n2)COC(=O)C1 (stereo not given)
  A = -23%; B = 7%; C = 9%; D = 2%; E = 5%; F = 6%; G = -9%; H = 5%

> CNC(=O)CSc1nnc(-c2cccnc2)n1CCc1ccccc1
  A = 9%; B = 0%; C = -4%; D = 5%; E = -1%; F = 10%; G = 21%; H = -5%

> CCc1cc2c(=O)c(-c3ccc4c(c3)OCCO4)c(C)oc2cc1OS(C)(=O)=O
  A = 4.5µM*; B = -16%; C = -19%; D = 5%; E = 2%; F = u; G = -24%; H = -7%[10 µM]

> Cc1cc(C)c2c(NC(=S)Nc3ccccc3)n[nH]c2n1
  A = u; B = -11%; C = -2%; D = 5%; E = -4%; F = -7%[9.22 µM]; G = -10%; H = -12%[10 µM]

> Cc1c(Cl)cccc1NC(=O)c1cc(-c2cccc(Cl)c2)on1
  A = x; B = -11%; C = -5%; D = x; E = 1%; F = x; G = -3%; H = x

> O=C(CSCc1ccccc1Cl)NNC(=S)Nc1ccccc1
  A = 14µM*; B = -25%; C = -17%; D = 3%; E = 6%; F = 6%; G = -4%; H = 0%

> CCCCn1c(=O)c(CCC(=O)O)nc2ccccc21
  A = u; B = -7%; C = -4%; D = u; E = -1%; F = u; G = -9%; H = -36%

> COc1ccc(S(=O)(=O)Cc2ccc(C(=O)NCc3cccs3)o2)cc1
  A = u; B = -4%; C = -7%; D = -5%; E = 4%; F = -6%; G = -35%[inhibitor]; H = 8%

> CCN1CCN(C(=O)CS(=O)Cc2nc(-c3ccc(OC)cc3)oc2C)CC1 (stereo not given)
  A = -6%; B = -13%; C = -9%; D = u; E = 4%; F = 3%; G = 14%; H = -4%

> COc1ccccc1C(c1nnnn1C(C)(C)C)N1CCN(Cc2ccncc2)CC1 (stereo not given)
  A = 0%; B = -7%; C = 1%; D = -2%; E = -7%; F = -6%; G = 7%; H = -2%[10 µM]

> Cc1cc(C)nc(NC(=O)Cc2ccc(Br)cc2)n1
  A = 2%; B = -2%; C = -2%; D = 7%; E = -9%; F = -7%; G = 16%; H = x

> Cc1cccc(C(=O)Nc2ccc(OCc3cc(=O)n4ccsc4n3)cc2)c1
  A = x; B = u; C = -5%; D = x; E = -2%; F = x; G = -2%; H = x

> CCn1c(SCC(=O)NCc2cccs2)nnc1-c1ccco1
  A = 6%; B = u; C = 1%; D = -3%; E = -2%; F = 7%; G = u; H = -27%[10 µM]

> CCCCc1nc(SCC(=O)Nc2ncccn2)n[nH]1
  A = -6%; B = -15%; C = -6%; D = 10%; E = 3%; F = -9%; G = -9%; H = 17%

> COc1ccccc1OCC(=O)NCc1cccs1
  A = -7%; B = -17%; C = -5%; D = 3%; E = 11%; F = 5%; G = -1%; H = 11%[4.97 µM]

> NC(=O)c1ccc(-c2ncc(-c3ccccc3)o2)cc1
  A = u; B = -23%; C = -13%; D = u; E = 3%; F = 24%; G = 0.5µM*; H = -65%[inhibitor]

> CCC(=O)N1CCc2cc(S(=O)(=O)NC(Cc3ccccc3)C(=O)Nc3ccccc3C)ccc21 (stereo not given)
  A = x; B = u; C = -10%; D = x; E = -13%; F = x; G = 1%; H = x

> O=c1cc(N2CCN(c3ccc(F)cc3)CC2)[nH]c(=O)n1Cc1ccc(F)cc1
  A = 0%; B = -13%; C = -8%; D = -1%; E = -5%; F = 0%; G = -4%; H = -31%[10 µM]

> COc1ccc(C(=O)N(C)Cc2ccccc2)cc1Br
  A = -3%; B = -13%; C = -11%; D = -4%; E = 8%; F = u; G = 7%; H = -19%[10 µM]

> O=C(O)COc1ccc2c3c(c(=O)oc2c1)CCC3
  A = u; B = -21%; C = u; D = -3%; E = 10%; F = 2%; G = x; H = -12%

> O=C(/C=C/c1ccccc1)NCC(=O)N/N=C/c1ccccc1[N+](=O)[O-]
  A = u; B = u; C = -19%; D = -7%; E = 4%; F = 8%; G = 23%; H = -39%[inhibitor]

> CCC(Nc1nc(-c2ccccc2)nc2ccccc12)C(=O)O (stereo not given)
  A = u; B = -11%; C = -4%; D = 0%; E = -7%; F = -1%; G = -11%; H = -32%

> Cc1cc(NC(=O)c2cccc(Oc3ccccc3)c2)n[nH]1
  A = -6%; B = -12%; C = -23%; D = -9%; E = -5%; F = -22%; G = u; H = -125%[inhibitor]

> O=C(NC1(C(F)(F)F)NC(=O)N(CCc2ccccc2)C1=O)c1ccccc1F (stereo not given)
  A = x; B = -9%; C = -17%; D = x; E = -8%; F = x; G = -10%; H = x

> CC(C)C(=O)N1CCC2(CC1)Oc1ccc(Cl)cc1C(=O)C21CC(c2ccc(Cl)cc2)=NO1 (stereo not given)
  A = x; B = -3%; C = 5%; D = 4%; E = -5%; F = -29%[9.22 µM]; G = x; H = -29%[10 µM]

> COc1cccc(C(=O)CN2C(=O)C(C)(C)Oc3ccc(C(=O)N4CCCCCC4)cc32)c1
  A = u; B = -16%; C = -1%; D = 4%; E = 9%; F = u; G = -26%; H = -8%[10 µM]

> O=C(O)C1CCCN1c1nc(C(F)(F)F)nc2ccccc12 (stereo not given)
  A = -10%; B = -3%; C = 3%; D = -7%; E = -6%; F = -12%; G = 3%; H = u

> COc1ccc(OC)c(-n2c(-c3ccccc3)n[nH]c2=S)c1
  A = u; B = -7%; C = -5%; D = -25%; E = 0%; F = 19%; G = -3%; H = -24%

> Cc1ccccc1NC(=S)Nc1ccc2[nH]c(=O)[nH]c2c1
  A = u; B = u; C = -17%; D = -1%; E = -6%; F = -16%[9.22 µM]; G = x; H = -3%[10 µM]

> O=C(CCNS(=O)(=O)c1cccc2nsnc12)N1CCN(c2ccccn2)CC1
  A = u; B = -15%; C = -12%; D = -17%; E = -2%; F = -2%[9.22 µM]; G = 1%; H = -16%

> CCOc1ccc(N(C(C)C(=O)NCc2ccco2)S(C)(=O)=O)cc1 (stereo not given)
  A = 10%; B = -9%; C = -7%; D = 0%; E = -2%; F = -3%; G = -4%; H = 9%

> O=C(c1ccccc1)c1cccn1CC(=O)N1CCCCCC1
  A = 4%; B = -11%; C = -6%; D = 2%; E = -7%; F = 24%; G = -1%; H = -20%

> Cc1ccc(OCC(=O)N2c3ccccc3NC(=O)C2(C)C)c([N+](=O)[O-])n1
  A = u; B = -9%; C = -5%; D = u; E = 0%; F = -28%; G = 17%; H = -5%

> Cc1ccc(C(=O)c2oc3nc(C)cc(C)c3c2N)cc1
  A = -2%; B = u; C = -22%; D = -10%; E = 8%; F = 1%; G = -4%; H = -46%[inhibitor]

> CCN(CC)CCN1C(=O)C(=O)/C(=C(/O)c2c(C)[nH]c(C(=O)OC)c2C)C1c1cccnc1 (stereo not given)
  A = u; B = -17%; C = -16%; D = -6%; E = -7%; F = -11%; G = -1%; H = 3%[10 µM]

> Cc1ccc(NC(=O)CN2C(=O)C(c3ccc(C(C)(C)C)cc3)=NC2(C)C)cc1
  A = x; B = -1%; C = -17%; D = x; E = u; F = x; G = 5%; H = x

> CC1(C)CC(=O)NC=C(c2ccccc2)C1
  A = 16%; B = -8%; C = -2%; D = -9%; E = 0%; F = -12%; G = -11%; H = 2%

> CCCC/C=C/C(NC(=O)Oc1cccc(C(F)(F)F)c1)c1ccccc1 (stereo not given)
  A = -9%; B = -13%; C = -10%; D = 4%; E = 6%; F = x; G = -15%; H = -68%[inhibitor]

> Cc1ccc(C(=O)C(C)[n+]2cccc(C(N)=O)c2)cc1 (stereo not given)
  A = -6%; B = -10%; C = -5%; D = -3%; E = -4%; F = 5%; G = 18%; H = -25%

> COc1ccc(CCNC(=O)c2cn(C)c3ccc(S(=O)(=O)N(C)C)cc3c2=O)cc1OC
  A = x; B = -3%; C = -12%; D = x; E = -12%; F = x; G = -2%; H = x

> COc1ccc(-c2nnn(CC(=O)N(CC(=O)NC3CCCC3)Cc3cccs3)n2)cc1OC
  A = 3%; B = -9%; C = -13%; D = 3%; E = -1%; F = 14%; G = -8%; H = -17%

> C[C@@H]1CC[C@@]2(O[C@H](CCO)C[C@H](O)[C@H]2O)O1
  A = 0%; B = -14%; C = -11%; D = 3%; E = -10%; F = 10%[9.22 µM]; G = x; H = 19%[10 µM]

> COc1ccc(Cl)cc1S(=O)(=O)Nc1ccc2c(c1)n(C)c(=O)n2C
  A = x; B = -4%; C = -9%; D = x; E = -2%; F = x; G = -5%; H = x

> N#Cc1c2n(c(=O)[nH]c1=O)CCCCC2
  A = 8%; B = -9%; C = 1%; D = 8%; E = -2%; F = -19%; G = -36%[inhibitor]; H = 11%[1.9 µM]

> CCN1CCN(C(c2ccc(OC)cc2)c2nnnn2Cc2ccc3c(c2)OCO3)CC1 (stereo not given)
  A = 3%; B = 0%; C = 0%; D = 4%; E = 3%; F = 9%[9.22 µM]; G = -5%; H = 9%[10 µM]

> Cc1ccc(-c2cc(-c3nnc(SCC(=O)NC(C)C(C)C)n3N)c3ccccc3n2)cc1 (stereo not given)
  A = u; B = -8%; C = -19%; D = u; E = -7%; F = -1%; G = -3%; H = -14%

These rows are one share of the data; the hit share may differ from the screen's.
